High-throughput results (PubChem)
MrgX1 agonist: human MrgX1 receptor agonism, primary screen. B-score at 10 µM. MrgX1-HEK293 cells, Fluo-4 calcium fluorescence, agonist mode; hits give high values. AID 588627. actives 0.44% (n = 310,000). Q96LB2;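 active means calcium response B-score plate-corrected fluorescence ratio at least 3 library SD, with starting fluorescence B-score inside 5 SD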
Target sequence (Q96LB2 whole entry, looked up): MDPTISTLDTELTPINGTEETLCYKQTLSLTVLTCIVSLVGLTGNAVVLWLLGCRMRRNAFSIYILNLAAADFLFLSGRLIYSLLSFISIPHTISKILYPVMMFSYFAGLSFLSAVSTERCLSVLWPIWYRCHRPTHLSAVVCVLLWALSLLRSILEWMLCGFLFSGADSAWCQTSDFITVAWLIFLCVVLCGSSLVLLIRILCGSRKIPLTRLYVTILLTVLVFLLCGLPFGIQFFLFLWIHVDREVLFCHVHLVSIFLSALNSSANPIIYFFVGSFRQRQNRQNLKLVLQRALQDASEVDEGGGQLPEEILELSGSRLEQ
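Test system: Stable human MrgX1 HEK293 cell line | Schedule: Overnight plating before 1 h dye loading | Read-out basis: Baseline-normalised fluorescence change ratio, B-scored | Detection: Kinetic calcium dye fluorescence, Fluo-4 NW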
MrgX1 PAM: human MrgX1 positive allosteric modulation, primary screen; Q96LB2; MrgX1-HEK293, Fluo-4 calcium flux, FDSS; hits give high values; B-score at 10 µM; actives 0.63% (n = 310,000);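 active means plate-corrected calcium response at least 3 library SD above typical, normal starting fluorescence, not activating the receptor alone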;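 further: compound read alongside a low EC10 to EC30 dose of BAM8-22 agonist; peak minus trough fluorescence over baseline measured at the second addition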
TRPC4 agonist: TRPC4 (mouse) channel activation | Q9QUQ5 | HEK293 TRPC4beta/mu-opioid, Fluo4 calcium fluorescence; hits give high values | B-score at 10 µM | actives 0.49% (n = 310,000) | AID 2237;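 active means B-score above 5 SD of library B-scores, and initial fluorescence ratio not above library mean plus 5 SD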;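 further: positive B-score marks a calcium rise read as TRPC4 activation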
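Incubation: 45 min room-temperature Fluo4 loading, 110 s read / System: HEK293 cells stably co-expressing mouse TRPC4beta and mu-opioid receptor / Signal: Fluo4 fluorescence, kinetic / Control set: buffer (low) and maximal DAMGO (high) / Measure: integrated baseline-normalised fluorescence ratio, converted to per-well B score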
ANO1 block: mouse TMEM16A channel inhibition, primary screen; HEK293 TMEM16A/YFP iodide influx fluorescence, ionomycin; normalized B-score (activity score, 25-100; higher = stronger inhibition) at 10 µM; actives 1.2% (n = 310,000); AID 588511;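 active means ratio plate-corrected score three or more library SD toward inhibition, starting fluorescence score within five deviations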;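 further: score derived from kinetic fluorescence span divided by baseline fluorescence per well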
TRPC6 activator: activators of mouse TRPC6 channel | Q61143 | actives 0.13% (n = 310,000) | B-score at 10 µM | AID 2550 | HEK293-TRPC6 membrane potential dye fluorescence; hits give high values;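 active means B-score of the integrated fluorescence ratio above library mean plus 3 SD, and starting fluorescence ratio within library mean plus 5 SD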;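 further: higher score means more depolarization so channel activation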
ANO1 activ: activates or potentiates the mouse TMEM16A chloride channel; Q8BHY3; HEK293 TMEM16A/YFP-H148Q/I152L, iodide quench fluorescence; hits give low values; B-score at 10 µM; actives 0.3% (n = 340,000);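 active means fluorescence-ratio B-score plate-corrected deviation score at least 3 library SD below zero, with starting fluorescence score within 5 deviations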;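 further: channel opened by trigger with iodide after compound preincubation; score built on the fluorescence ratio of max minus min over baseline; more negative score means more quench and so TMEM16A activation or potentiation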
TRPC6 inhibitor: inhibitors of mouse TRPC6 channel; Q61143; HEK293-TRPC6, membrane potential dye, ACh-evoked depolarization; hits give low values; B-score at 10 µM; actives 1.1% (n = 310,000); AID 2553;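 active means B-score under library mean minus 3 SD, initial fluorescence not abnormally high, positive integrated signal ratio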;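 further: B-score derived from integrated fluorescence ratio over the kinetic read; more negative B-score means stronger inhibition of depolarization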
TRPC4 potent: TRPC4 (mouse) allosteric potentiation; Q9QUQ5; HEK293 TRPC4beta/mu-opioid, DAMGO EC20, Fluo-4 Ca2+ flux; hits give high values; B-score at 10 µM; actives 0.42% (n = 310,000);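 active means B-score of calcium response area above 5 SD of library B-scores, with initial fluorescence ratio within 5 SD of library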;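 further: B-score of integrated fluorescence ratio over time as area under calcium response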
SKKanGAS inh: inhibitors of SKKanGAS S. pyogenes growth in kanamycin (SK-promoter or general growth effect); inhibition, % at 7.5 µM; BacTiter-Glo, 6 h; actives 1.3% (n = 300,000);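 active means mean replicate score, as percent of positive control median, at least 50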;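 further: strain carries kanamycin resistance gene driven by streptokinase promoter and grows in 40 µg/ml kanamycin; loss of luminescence reflects streptokinase promoter inhibition or plain growth inhibition; 0% = median of DMSO wells and 100% = positive control at its reference dose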
MrgX1 antagonist: blocks BAM8-22 activation of human MrgX1 receptor; Q96LB2; MRGX1-HEK293 calcium flux, Fluo-4, BAM8-22 antagonism; hits give low values; B-score at 10 µM; actives 1.3% (n = 310,000); AID 588676;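 active means calcium-response B-score plate-corrected more than 3 library SD below zero, starting fluorescence within 5 deviations, no agonist response on first addition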;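 further: peak minus trough fluorescence over baseline after final BAM8-22 challenge near maximal dose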
TRPC4 block: blocks the mouse TRPC4 cation channel. Q9QUQ5. HEK293 TRPC4beta/mu-opioid, DAMGO-evoked Fluo4 calcium flux; hits give low values. B-score at 10 µM. actives 0.39% (n = 300,000);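 active means B-score over 3 SD under the library average, no early fluorescence shift, positive overall ratio signal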
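Material: HEK293 cells with stable TRPC4beta plus mu-opioid receptor expression / Probe or stimulus: DAMGO in two steps, submaximal then maximal / Compound: single concentration per test compound / Technique: kinetic Fluo4 fluorescence imaging of calcium influx / Read-out: per-well B score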
* hit, by the source's call; i = inactive; . = not tested or not shown.

# | SMILES | MrgX1 agonist | MrgX1 PAM | TRPC4 agonist | ANO1 block | TRPC6 activator | ANO1 activ | TRPC6 inhibitor | TRPC4 potent | SKKanGAS inh | MrgX1 antagonist | TRPC4 block
1 | O=C(c1ccc2c(c1)OCO2)N1CCN(c2ccc(Cl)cc2)CC1 | i | i | i | i | i | i | i | i | -7 | i | i
2 | CCOc1ccc([N+](=O)[O-])cc1CNC1CCCCCCC1 | i | i | i | i | i | i | -5.9* | i | 0 | i | i
3 | CCCn1nnnc1SCC(=O)N(C(C)C)C(C)C | i | i | i | i | i | i | i | i | -2 | i | i
4 | Cc1cc(NC(=O)COC(=O)CCNS(=O)(=O)c2c(Cl)cccc2Cl)no1 | i | i | i | i | i | i | i | i | -2 | i | i
5 | Cc1ccc(Cc2nc(-c3cccnc3)no2)cc1 | i | i | i | i | i | i | i | i | -2 | -4.8* | i
6 | Cc1cc(=O)oc2c(C)c(OC3CCCCC3=O)ccc12 (configuration not stated) | i | i | i | i | i | i | i | i | -2 | i | i
7 | CCOC(=O)C1CCCN(CC(=O)Nc2cc(C)cc(C)c2)C1 (configuration not stated) | i | i | i | i | i | i | i | i | 1 | i | i
8 | COc1ccc(/C=N/NC(=O)c2cccnc2)cc1COc1ccc(NC(C)=O)cc1 | i | i | i | i | i | i | i | i | -3 | i | i
9 | COc1ccccc1CNC(=O)c1ccc(CS(=O)(=O)c2ccc(C)cc2)o1 | i | i | i | i | i | i | i | i | 6 | i | i
10 | COc1ccc(N2CCN(C(=O)CSc3nnc(COc4cccc5cccnc45)o3)CC2)cc1 | i | i | i | i | i | i | i | i | -13 | i | i
11 | CCCC(c1nnnn1C(C)(C)C)N1CCN(Cc2ccccc2OC)CC1 (configuration not stated) | i | i | i | i | i | i | i | i | -5 | i | i
12 | CCC(C(=O)NCc1cccnc1)n1nc(C)n2c(cc3occc32)c1=O (configuration not stated) | i | i | i | i | i | i | i | i | 3 | i | i
13 | O=C(NC(=S)Nc1ccc2oc(=O)ccc2c1)c1ccco1 | i | i | i | i | i | i | i | i | -6 | i | i
14 | CCCC1=C(C(=O)OCC)C(c2c(C)nn(-c3ccccc3)c2Cl)C(C#N)=C(N)O1 (configuration not stated) | i | i | i | i | i | i | i | i | -5 | i | i
15 | Cn1ncc(SCc2ccccc2)c(Cl)c1=O | i | i | i | i | i | i | i | i | -2 | i | i
16 | CN(C)S(=O)(=O)c1cc(C(=O)OCCn2cnc3c2c(=O)n(C)c(=O)n3C)ccc1Cl | i | i | i | i | i | i | i | i | -1 | i | i
17 | COc1ccc(NC(=O)NCCCN2CCC(Cc3ccccc3)CC2)cc1 | i | i | i | i | i | i | i | i | 2 | i | i
18 | C/C(=N\O)C(C)(C)Nc1ccc(F)cc1 | i | i | i | i | i | i | i | i | 1 | i | i
19 | COc1ccc2cc3cc(C(=O)N4CCCCC4C)oc3nc2c1 (configuration not stated) | i | i | i | i | i | i | i | i | -7 | i | i
20 | CCOC(=O)N1CCN(C(=O)CSc2ccc(-c3ccc(OC)cc3)nn2)CC1 | i | i | i | i | i | i | i | i | -3 | i | i
21 | Nc1c([N+](=O)[O-])c(=O)oc2ccccc12 | i | i | i | i | i | i | i | i | -8 | i | i
22 | Cc1nn(-c2ccccc2)c(Cl)c1C(=O)Nc1c(C)n(C)n(-c2ccccc2)c1=O | i | i | i | i | i | i | i | i | -3 | i | i
23 | CCOc1ccc(/C=C/C(O)=C2/C(=O)NC3(C)CC2c2ccccc2O3)cc1OC (configuration not stated) | i | i | i | i | i | i | i | i | -2 | i | i
24 | C=CCn1c(SCC(=O)N2CCN(CCO)CC2)nc2sc3c(c2c1=O)CCC3 | i | i | i | i | i | i | i | i | 0 | i | i
25 | COCCNC(=O)c1ccccc1NC(=O)c1ccccc1SC | i | i | i | i | i | i | i | i | 4 | i | i
26 | Cc1cc(C)n(S(=O)(=O)c2ccccc2[N+](=O)[O-])n1 | i | i | i | i | i | i | i | i | -2 | i | i
27 | Cc1ccc(NC(=O)CNc2cccc(S(=O)(=O)N3CCOCC3)c2)cc1F | i | i | i | i | i | i | i | i | -5 | i | i
28 | Cc1occc1-c1nnc(SCC(=O)Nc2ccc(F)cc2)n1Cc1ccccc1 | i | i | i | i | i | i | i | i | -3 | i | i
29 | Cn1nnnc1SCCNCC#Cc1ccccc1 | i | i | i | i | i | i | i | i | 0 | i | i
30 | COc1ccccc1N1CCN(c2ccc([N+](=O)[O-])cc2Cl)CC1 | i | i | i | i | i | i | i | i | 6 | i | i
31 | CC(C)n1nnc2c(=O)oc3ccccc3c21 | i | i | i | i | i | i | i | i | -3 | i | i
32 | CSCC[C@H](NC(=O)OC(C)(C)C)C(=O)N/N=C/c1cccc2cccnc12 | i | i | i | i | i | i | i | 10* | -3 | i | i
33 | CC(C)c1ccc(NC(=O)CCCN2C(=S)NC(C)(C)CC2C)cc1 (configuration not stated) | i | i | i | i | i | i | i | i | -7 | i | i
34 | Cc1ccc(-n2nc3c(=O)n(CC(=O)NCCc4ccco4)nc(C)c3c2C)cc1 | i | i | i | i | i | i | i | i | 4 | i | i
35 | Cc1ccc(-c2cc(C(=O)NN=C3CCCC3)c3ccccc3n2)cc1 | i | i | i | i | i | i | i | i | 4 | i | i
36 | CC1(C)Oc2ccc3ccc(=O)oc3c2-c2cnoc21 | i | i | i | i | i | i | i | i | -1 | i | i
37 | Cc1cc(C)nc(SCc2nc3ncccn3c2Br)n1 | i | i | i | i | i | i | i | i | -5 | i | i
38 | NC(=O)CC[C@@H]1NC(=O)[C@H](Cc2ccc(O)cc2)NC(=O)c2cc([N+](=O)[O-])cc(F)c2OCC[C@@H](C(N)=O)NC1=O | i | i | i | i | i | i | i | i | -1 | i | i
39 | COc1cc(OC)cc(-c2nc(-c3ccccc3)no2)c1 | i | i | i | i | i | i | i | i | -6 | i | i
40 | Cc1cc(S(=O)(=O)Nc2nc(CN3CCOCC3)nc3sc4c(c23)CCCC4)ccc1F | i | i | i | i | i | i | i | i | . | i | i
41 | Cc1ccc(NC(=O)[C@H](C)NC(=O)C2CCN(C(=O)[C@H](CC(C)C)NC(=O)OC(C)(C)C)CC2)cc1 | i | i | i | i | i | i | i | i | -2 | i | i
42 | CC(CN1CCC(n2nccc2NC(=O)c2ccccc2Cl)CC1)c1ccccc1 (configuration not stated) | i | i | i | i | i | i | i | i | . | i | i
43 | CN(C)S(=O)(=O)c1cccc(NC(=O)COC(=O)C2(c3ccccc3F)CCCC2)c1 | i | i | i | i | i | i | i | i | 2 | i | i
44 | C=C1CCN(c2ccc(C(=O)O)cc2[N+](=O)[O-])CC1 | i | i | i | i | i | . | i | i | 3 | i | i
45 | O=C1CC(N2CCOCC2)C(=O)N1CCN1C(=O)CC(N2CCOCC2)C1=O (configuration not stated) | i | i | i | i | i | i | i | i | -5 | i | i
46 | Cc1ccc(OCCCCn2ccnc2)c([N+](=O)[O-])c1 | i | i | i | i | i | i | i | i | 5 | i | i
47 | COc1ccc(NC(=O)CCS(=O)(=O)c2ccc3c(c2)CCCN3C(C)=O)cc1 | i | i | i | i | i | i | i | i | 15 | i | i
48 | N/C(Cc1nc2ccccc2s1)=N\O | i | i | i | i | i | i | i | i | 3 | i | i
49 | Cc1c(CN2CCCCC2C)c(=O)n(-c2ccccc2)n1C (configuration not stated) | i | i | i | i | i | i | i | i | 1 | i | i
50 | CCOP1(=O)OCC2OC(n3cnc4c(N)ncnc43)C(O)C2O1 (configuration not stated) | i | i | i | i | i | i | i | i | -1 | i | i
51 | COc1ccc(C2(CNC(=O)CCC(=O)O)CCCC2)cc1 | i | i | i | i | i | i | i | i | 2 | i | i
52 | Cn1cnnc1Sc1ccc(/C=C(\CC(=O)O)c2nc3ccccc3s2)cc1[N+](=O)[O-] | i | i | i | i | i | i | i | i | 2 | i | i
53 | CC(C)(C)c1ccc(C(=O)C2CCCN(C(=O)c3ccccn3)C2)cc1 (configuration not stated) | . | . | i | . | i | i | i | i | -4 | . | i
54 | CCCCN(CC)CCCNC(=O)c1cn(CC)c2ccc(S(=O)(=O)N3CCc4ccccc4C3)cc2c1=O | i | i | i | i | i | i | i | i | 2 | i | i
55 | CCCOc1ccc(C(=O)C(CCC(CNCC)C(=O)c2ccc(OCCC)cc2)CNCC)cc1 (configuration not stated) | . | . | i | . | i | i | i | i | -2 | . | i
56 | COc1ccc(C(=O)Cn2nnc(-c3ccccc3NC(=O)c3ccco3)n2)cc1 | i | i | i | i | i | -11* | i | i | 55* | i | i
57 | Cc1ccsc1/C=N/NC(=O)Cc1cccn1C | i | i | i | i | i | i | i | i | 2 | i | i
58 | O=C(NCC1CCCO1)c1onc(CSc2ccc(F)c(F)c2)c1C(=O)O (configuration not stated) | i | i | i | i | i | i | i | i | 9 | i | i
59 | COC(=O)c1cc(S(=O)(=O)N2CCN(c3ccc(C(C)=O)cc3)CC2)cn1C | i | i | i | i | i | i | i | i | 2 | i | i
60 | O=C(c1ccc(NC(=S)NCc2ccc(Cl)cc2)cc1)N1CCCCC1 | i | i | i | i | i | i | i | i | 4 | i | i

Remaining list, next part.
# | SMILES | MrgX1 agonist | MrgX1 PAM | TRPC4 agonist | ANO1 block | TRPC6 activator | ANO1 activ | TRPC6 inhibitor | TRPC4 potent | SKKanGAS inh | MrgX1 antagonist | TRPC4 block
61 | COCc1ccc(C(=O)NC2CCSc3ccccc32)cc1 (configuration not stated) | i | i | i | i | i | i | i | i | -2 | i | i
62 | COc1ccc(C)cc1S(=O)(=O)N1CCCCCC1 | i | i | i | i | i | i | i | i | -2 | i | i
63 | CCc1ccccc1Oc1coc2cc(O)ccc2c1=O | i | i | i | i | i | i | i | i | 3 | i | i
64 | COc1cc2[nH]c(C(=O)N3CC(C)OC(C)C3)cc2c(OC)c1OC (configuration not stated) | i | i | i | i | i | i | i | i | -3 | i | i
65 | CC(O)Cc1cn(CC(=O)N2CCNCC2)nn1 (configuration not stated) | i | i | i | i | i | i | i | i | -1 | i | i
